NSD2 inh: blocks human histone methyltransferase NSD2; actives 0.54% (n = 310,000); NSD2 peptide methylation, AlphaScreen, 120 min; inhibition, % at 12.5 µM; in the data active = inhibition above about 50%
PvdQ inh: P. aeruginosa PvdQ acylase inhibition | purified PvdQ acylase, fluorescence plate reader | inhibition, % at 10 µM | actives 0.063% (n = 340,000) | AID 488965; in the data active = inhibition above about 30%, passing the limit was not always enough;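 also: 0% = vehicle neutral wells and 100% = reference inhibitor wells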
Wnt bcat act: Wnt/beta-catenin pathway activation | activation, % at 9.35 µM | Wnt/beta-catenin reporter cell assay, activator, plate reader | actives 1.2% (n = 300,000) | AID 743398; in the data active = activation above about 30%, passing the limit was not always enough;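 also: 0% = neutral control wells and 100% = positive control wells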
dFosB act: enhances mouse delta FosB homodimer DNA binding; purified delta FosB, TAMRA-CDK5 oligo fluorescence polarization; percent of positive-control signal above neutral wells; AID 493131; P13346; actives 0.99% (n = 340,000); activation, % at 25 µM;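 active = mean activation above about 17%, with every replicate also reaching it, limit read from the data, passing the limit was not always enough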;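 also: fluorescence polarization rise as delta FosB binds a TAMRA Cdk5 AP-1 oligo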
Target sequence (P13346 whole entry, looked up): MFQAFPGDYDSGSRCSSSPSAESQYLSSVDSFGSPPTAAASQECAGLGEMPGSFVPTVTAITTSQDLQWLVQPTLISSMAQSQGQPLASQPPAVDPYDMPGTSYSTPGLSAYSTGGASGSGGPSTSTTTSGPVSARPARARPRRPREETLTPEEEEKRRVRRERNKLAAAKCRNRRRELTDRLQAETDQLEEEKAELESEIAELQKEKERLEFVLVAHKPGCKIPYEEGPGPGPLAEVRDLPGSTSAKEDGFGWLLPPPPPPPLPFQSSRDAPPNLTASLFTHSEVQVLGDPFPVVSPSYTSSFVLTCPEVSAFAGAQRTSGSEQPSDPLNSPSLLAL
MITF act: activators of MITF-driven TRPM1 promoter activity in SK-MEL-5 cells; SK-MEL-5 TRPM1-promoter luciferase, 24 h; % of positive control, neutral wells = 0; activation, % at 12.5 µM; actives 0.75% (n = 300,000);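 active = mean activation of at least 80% with every replicate also reaching 80%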;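 also: 0% = neutral control wells and 100% = parthenolide positive control wells; values of inactives mirror those of a sister screen read the other way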
SR-BI DiI inh: blocks mouse SR-BI lipid uptake from DiI-HDL; Q61009; ldlA[mSR-BI] CHO cells, DiI-HDL uptake fluorescence, 3 h; inhibition, % at 12.5 µM; actives 0.96% (n = 320,000);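 active = mean replicate inhibition of at least 70% and a set share of replicates each scoring 70 or more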;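 also: 0% = median of neutral control wells and 100% = median of positive control wells; values of inactives mirror those of a sister screen read the other way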
HTR5A ag ctr: activates human HTR5A in OPRM1-OPRD1 agonist counter-screen; activation, % at 9.3 µM; HTR5A agonist assay, luminescence, cell-based; P47898; actives 0.61% (n = 340,000); in the data active = activation mostly above about 9.5%, no sharp cut-off; inactive = mostly below about 7.6%;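 also: 0% = cells with vehicle only and 100% = reference agonist; strong numbers were not always called active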
V-ATPase pHluor: regulators of yeast V-ATPase proton transport | S. cerevisiae, pHLuorin cytosolic pH fluorescence | response, % at 10 µM | actives 0.37% (n = 350,000) | AID 504577; in the data active = response mostly above about 7.3%, no sharp cut-off; inactive = mostly below about 5.4%; also: actives read high; inactives centre near 0; some compounds called inactive have numbers as strong as hits; reference of the scale not given here
HTR5A inv ctr: counter-screen for OPRM1-OPRD1 inverse agonists: human HTR5A inverse agonism; P47898; HTR5A cell line, luminescence; inhibition, % at 9.3 µM; actives 0.083% (n = 340,000); AID 504634; in the data active = inhibition mostly above about 23%, no sharp cut-off; inactive = mostly below about 18%;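 also: 0% = cells with DMSO and 100% = no-cell wells with DMSO; some compounds called inactive have numbers as strong as hits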
CDK5 p35 inh: blocks human CDK5/p35 kinase activity; Recombinant CDK5/p35, ADP-Glo luminescence, 60 min; AID 488839; Q00535+Q15078; inhibition, % at 10 µM; actives 0.01% (n = 330,000);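 active = highest replicate inhibition of at least 50% and at least 75% of replicates reaching 50%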;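 also: plate controls were DMSO neutral control for no effect and GW8510 at 10 µM for full effect; many of its hits are not listed in these tables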
Target sequence (Q00535 whole entry, looked up): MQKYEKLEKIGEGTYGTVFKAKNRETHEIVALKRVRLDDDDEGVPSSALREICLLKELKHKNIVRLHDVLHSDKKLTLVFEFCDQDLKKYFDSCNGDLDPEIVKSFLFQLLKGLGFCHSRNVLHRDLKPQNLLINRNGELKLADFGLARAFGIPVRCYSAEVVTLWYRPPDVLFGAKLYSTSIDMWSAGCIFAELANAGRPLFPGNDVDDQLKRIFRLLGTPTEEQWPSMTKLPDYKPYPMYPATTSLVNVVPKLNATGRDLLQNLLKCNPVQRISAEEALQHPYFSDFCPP
Target sequence (Q15078 whole entry, looked up): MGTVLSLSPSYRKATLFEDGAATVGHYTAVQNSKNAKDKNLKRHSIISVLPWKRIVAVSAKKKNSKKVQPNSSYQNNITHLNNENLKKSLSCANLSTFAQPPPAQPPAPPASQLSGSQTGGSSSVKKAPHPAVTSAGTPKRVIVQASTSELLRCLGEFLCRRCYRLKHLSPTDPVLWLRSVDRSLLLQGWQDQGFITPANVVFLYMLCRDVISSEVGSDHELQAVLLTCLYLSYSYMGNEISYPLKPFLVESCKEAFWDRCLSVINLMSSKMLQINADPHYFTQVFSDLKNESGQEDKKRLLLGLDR
* marks the source's active call; other numbers are inactive results; · = not tested or not shown. Not a hit list. Share with any hit: about 5%.

Values run as follows: NSD2 inh	PvdQ inh	Wnt bcat act	dFosB act	MITF act	SR-BI DiI inh	HTR5A ag ctr	V-ATPase pHluor	HTR5A inv ctr	CDK5 p35 inh
Cc1cc(-n2c(=O)c(C#N)cc3c(=O)n4cccc(C)c4nc32)no1
    1	-33	·	7	-9	-10	-4	-1	3	-0.4
CCOC(=O)n1c(SCC(N)=O)nc2ccccc21
    10	-3	-3	-11	-6	-5	1	1	-8	0.4
Cc1cc(C)n2nc(-c3ccccc3)c(-c3ccccc3)c2n1
    -2	-16	3	-1	·	-3	4	1	23	-1.2
Cc1cc(C)nc(NC(=O)c2cccc(Br)c2)n1
    0	3	0	-2	·	-30	-5	4	19	0.7
CCCN(CC(=O)Nc1ccccc1C)C(=O)c1cccc(-n2cnnn2)c1
    -3	-10	-2	-2	0	-31	1	2	-8	-0.2
CCCOP(=O)(c1ccccc1)c1ccccc1
    -3	-2	0	2	3	0	-5	-5	14	-0.8
CN(Cc1cccs1)S(=O)(=O)c1cccs1
    -5	-15	·	2	·	-4	5	2	-12	0.1
CCCOc1ccc(C(=O)NC(=S)NCc2cccnc2)cc1
    ·	-12	6	-4	11	15	2	0	-2	-0.5
COC(=O)C1=C(NC(=O)CCCCl)CCS1
    -1	3	·	-4	-4	1	2	4	1	1.5
Cc1ccc(-c2nc(CS(=O)(=O)CC(=O)NCCCN3CCN(C)CC3)c(C)o2)cc1
    ·	-13	2	-7	1	1	0	-4	13	-0.1
COc1ccc(NC(=O)c2cnc3n(c2=O)CCS3)cc1OC
    ·	-16	-2	-4	·	-3	-1	9	2	-2.8
CC1CCCCN1CC(=O)NC(c1ccccc1)c1ccccc1 (stereo not drawn)
    0	1	1	-1	4	-22	-8	0	-16	-1.3
Cc1sc2nc3ccc(N4CCCCC4)nn3c(=O)c2c1C
    -1	-9	-2	-5	121*	12	3	-3	-15	1.7
CCC(C)(C(=O)Nc1ccccc1C)N(C(=O)CNC(C)=O)c1ccccc1C (stereo not drawn)
    -4	-6	·	-11	0	-21	-1	1	-10	-1.2
N#Cc1ccc(C(=O)OCC(=O)Nc2cccc(S(=O)(=O)NC3=NCCC3)c2)cc1
    2	-5	0	1	0	15	2	·	16	-2.6
COCCn1cnc2c1c(=O)n(CC(=O)NC(=O)NC(C)(C)C)c(=O)n2Cc1ccccc1
    0	4	-1	-7	0	-21	0	0	2	-1.7
CC(NC(=O)C(=O)N1CCCCC1)C(c1cccs1)N1CCN(c2ccc(F)cc2)CC1 (stereo not drawn)
    2	-6	0	-8	-3	-15	2	-2	1	2.2
CCN(c1cccc(C)c1)S(=O)(=O)c1ccc2c(c1)N(C(C)=O)CCS2
    0	-2	3	-6	4	-17	1	1	0	-2.3
O=c1[nH]cnc2scc(-c3ccc(F)cc3)c12
    0	11	19	-3	12	-7	0	5	-3	0.0
CCC1Oc2ccccc2N(CC(=O)NCCCN2CCN(CC)CC2)C1=O (stereo not drawn)
    2	-5	-3	2	-1	-15	0	-2	-1	-0.1

3 entries already listed, ordered by heavy-atom count, smallest number first:
Values run as follows: NSD2 inh	PvdQ inh	Wnt bcat act	dFosB act	MITF act	SR-BI DiI inh	HTR5A ag ctr	V-ATPase pHluor	HTR5A inv ctr	CDK5 p35 inh
COC(=O)C1=C(NC(=O)CCCCl)CCS1
    -1	3	·	-4	-4	1	2	4	1	1.5
CC1CCCCN1CC(=O)NC(c1ccccc1)c1ccccc1 (stereo not drawn)
    0	1	1	-1	4	-22	-8	0	-16	-1.3
Cc1cc(-n2c(=O)c(C#N)cc3c(=O)n4cccc(C)c4nc32)no1
    1	-33	·	7	-9	-10	-4	-1	3	-0.4

(next part)
Values run as follows: NSD2 inh	PvdQ inh	Wnt bcat act	dFosB act	MITF act	SR-BI DiI inh	HTR5A ag ctr	V-ATPase pHluor	HTR5A inv ctr	CDK5 p35 inh
CCOC(=O)C1CCCN(Cc2cn(C)nc2-c2ccc3c(c2)OCCO3)C1 (stereo not drawn)
    -1	1	1	8	5	-16	0	0	1	-0.2
O=C(/C=C/Nc1cccc([N+](=O)[O-])c1)c1cccs1
    -2	-7	·	-11	·	-7	2	1	-5	1.7
COc1ccc(CC(=O)Nc2cccc3c2CCCC3)cc1
    -5	9	-1	-4	·	11	5	-4	-19	6.6
CN1c2ccccc2C(C)(C)[C@]12C=Cc1cc(O)ccc1O2
    9	-17	·	-13	3	40	2	-2	-1	-0.5
COc1ccccc1N(Cc1cc(=O)[nH]c2ccccc12)C(C)=O
    -1	-7	-2	-13	-4	6	3	1	-12	0.2
Cc1ccccc1Oc1ccc(-c2nc(N)nc(N)n2)cc1
    8	-2	3	1	-4	-18	4	-2	5	-1.2
COc1ccc(OC)c(NC(=O)c2ccc(CN3CCOCC3)cc2)c1
    -2	-12	·	-4	9	41	-2	-2	-7	0.3
COc1ccc(NC(=O)C2CCN(C(=O)[C@@H]3Cc4ccccc4CN3C(=O)OC(C)(C)C)CC2)cc1
    4	-3	2	-13	3	5	-1	-6	1	1.0
CC(=O)CSc1ccc(-c2nc3cc(C)c(C)cc3[nH]2)cn1
    4	-9	-6	-4	-82	15	-6	0	-13	-1.5
COc1ccc(N2CCN(S(=O)(=O)c3cc(C)ccc3OC)CC2)cc1
    7	-8	-2	-6	-7	1	4	3	-11	1.6
COc1ccccc1C(=O)NCC(=O)N1CCN(c2ncccn2)CC1
    -1	-9	-1	7	3	-6	7	-1	-18	-1.7
COc1ccc(Cc2nnc(NC(=O)Cc3cccs3)s2)cc1OC
    ·	-14	4	-13	-5	-15	1	-1	-2	-0.6
Cc1ccc(NC(=O)C2CCCN2C(=O)c2cccs2)cc1C (stereo not drawn)
    10	-7	1	2	2	-12	1	5	0	-0.3
N/C(=N\S(=O)(=O)c1ccccc1)c1ccc([N+](=O)[O-])cc1
    -2	7	·	3	-8	5	0	0	8	0.3
CCn1c(=N)n(CC(=O)OC)c2ccccc21
    1	-8	·	2	-9	-6	-1	-8	-9	-3.0
Cc1ccc(/C=N/NC(=O)CSc2nc3ccccc3n2Cc2ccccc2)o1
    5	2	·	-2	-1	4	5	-1	-5	-0.4
Cc1cccc(NC(=O)COC(=O)c2ccccc2-c2nc3ccccc3s2)c1C
    -2	-1	-3	-3	-11	31	-1	-1	3	0.2
CCCCn1c(N)c(N(CCC(C)C)C(=O)c2cc(-c3ccco3)nc3ccccc23)c(=O)[nH]c1=O
    ·	1	1	-1	-2	-18	2	2	-6	0.7
COc1ccc2nc(C)cc(SCC(=O)OC(C)C)c2c1
    -4	2	0	-8	2	24	-10	-2	-12	-0.2
COc1ccc2c(c1)CCc1c(C(=O)NCc3ccco3)noc1-2
    0	-7	21	-12	100*	4	5	1	4	0.0
CC1CCCCN1C(=O)c1ccc(CS(=O)(=O)Cc2ccccc2)cc1 (stereo not drawn)
    0	-5	0	5	-3	9	3	-2	-8	-1.7
C[C@@H]1CN([C@H](C)CO)C(=O)c2cc(NC(=O)Nc3ccc(F)cc3)ccc2O[C@H]1CN(C)C(=O)Nc1ccc(C(F)(F)F)cc1
    ·	-5	·	-11	-5	-9	-1	1	2	1.0
CN(C)c1ccc(C(=O)OCC(=O)NCCC2=CCCCC2)cc1
    ·	0	-1	-7	-5	-9	1	-1	-3	-0.6
CN(C)CCCNC(=O)/C(=C\C=C\c1ccccc1)NC(=O)c1ccc([N+](=O)[O-])cc1
    3	-3	-5	0	·	-23	9	0	8	1.0
CC1CCC2(CC1)NC(=O)N(NC(=O)CCl)C2=O (stereo not drawn)
    -4	-15	-1	-1	2	-5	0	1	-1	-2.3
O=C(NCc1ccoc1)c1ccc(NC(=O)c2ccccc2Cl)cc1
    ·	-2	·	-4	9	34	1	-8	7	0.8
N#Cc1c(/N=C/c2ccc(Br)s2)sc2c1CCC2
    ·	-1	-4	0	·	-22	1	-8	3	0.1
CC1=C(C(=O)OCC2CCCCC2)C(c2ccc(O)cc2)NC(=O)N1 (stereo not drawn)
    -1	14	1	-3	-13	6	4	-1	-14	0.0
CCC(C)NC(=O)CSc1nc(-c2cccs2)cc(C(F)(F)F)n1 (stereo not drawn)
    -3	13	·	4	-5	31	-1	1	0	0.4
O=C(NC1(C(F)(F)F)N=C2SCCN2C1=O)c1cccnc1 (stereo not drawn)
    0	-10	-2	-3	-8	2	-6	0	21	0.1
CCCN(CCC)CCCNC(=O)CNC(=O)c1nn(-c2ccc(OC)cc2)c(=O)c2ccccc12
    13	2	2	-7	5	-15	-3	0	6	1.0
COc1ccc(C(=O)N(CN2CCCC2=O)c2ccccc2OC)cc1OC
    0	-14	0	3	1	-8	0	-2	7	-5.4
Cc1cc(C)c(NC(=O)CS(=O)CC(=O)Nc2ccc(N3CCOCC3)cc2)c(C)c1 (stereo not drawn)
    -1	-8	0	-1	-4	12	-1	1	-24	-1.0
COc1cccc(CN2CC(C(=O)N(C)CCCC3CCCC3)CCC2=O)c1 (stereo not drawn)
    2	8	3	-4	4	-29	0	1	10	1.4
COc1ccc2[nH]c(C(=O)Nc3ncc(C)cc3Br)cc2c1
    2	-5	-3	-3	·	42	1	-2	-27	0.5
Cc1ccnc(NC(=O)/C=C/c2cccs2)c1
    0	-6	·	-20	28	14	-7	1	19	-0.5
COc1ccccc1NC(=O)C1=C(C)Nc2nc(-c3cccnc3)nn2C1c1ccccn1 (stereo not drawn)
    0	11	-2	1	-15	·	4	-3	-7	2.1
CCOc1ccccc1C(=O)N1CCN(C(c2ccccc2)c2ccccc2)CC1
    4	8	·	-7	-23	10	-5	0	12	0.7
COc1cc(C(=O)OC(C)C(=O)NC2CCCCC2C)c([N+](=O)[O-])cc1OC (stereo not drawn)
    1	12	-1	-3	9	19	1	-3	-9	1.1
O=C(C[n+]1ccc(/C=N/O)cc1)NCc1ccccc1
    -4	-11	4	-3	·	-16	0	2	19	-3.1
O=C(NCC1CCCO1)C1CCN(C2CCN(C(=O)Cc3ccsc3)CC2)CC1 (stereo not drawn)
    -3	1	-1	-2	-5	-4	-1	-3	4	-0.5
CCC(C)N(NC(C)=O)c1nc(Cl)nc(NC(C)(C)C)n1 (stereo not drawn)
    8	3	·	6	-4	-30	-5	-4	12	-1.0
CN(C)c1ccc(/C=N/NC(=S)NCc2ccco2)cc1
    2	-9	0	2	36	-21	6	0	23	0.8
O=C(Cc1ccccc1)NNc1c2ccccc2nc2ccccc12
    2	-24	-2	-5	-12	21	1	-4	-3	-2.5
Cc1c(C(=O)NCc2ccco2)oc2ccc(Br)cc12
    -1	-8	6	-17	7	5	-1	16	-23	2.2
O=C(COC(=O)CCN1C(=O)c2cccc([N+](=O)[O-])c2C1=O)NC1CCS(=O)(=O)C1 (stereo not drawn)
    1	-3	0	-1	-20	-11	0	-1	1	0.6
O=C(CCC1CCCN(Cc2ccc3c(c2)CCO3)C1)NCc1ccc(F)c(F)c1 (stereo not drawn)
    -3	-8	-1	-3	23	-10	-1	-1	-1	-1.4
Cc1ccc(SCC(=O)N2CCOCC2)cc1
    -2	2	12	5	23	-25	-3	-1	-18	-0.8
COC(=O)COc1cccc2c(=O)n(CC(=O)NCCc3ccc(OC)c(OC)c3)ccc12
    ·	-11	1	0	·	6	6	-1	-22	-0.2

Structures listed above marked active in MITF act.
SMILES	NSD2 inh	PvdQ inh	Wnt bcat act	dFosB act	MITF act	SR-BI DiI inh	V-ATPase pHluor	CDK5 p35 inh
Cc1sc2nc3ccc(N4CCCCC4)nn3c(=O)c2c1C	-1	-9	-2	-5	121*	12	-3	1.7
COc1ccc2c(c1)CCc1c(C(=O)NCc3ccco3)noc1-2	0	-7	21	-12	100*	4	1	0.0
